High-throughput results as filed in PubChem.
ERp5 inh: ERp5 (human) disulfide isomerase inhibition. Q15084. inhibition, % at 9.99 µM. 350,000 tested, 0.05% active. ERp5 insulin aggregation, absorbance 650 nm, 90 min;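 active means mean replicate inhibition above about 25%, with every replicate also reaching it, limit read from the data, passing the limit was not always enough; inconclusive means only one of those two criteria met; inactive means neither criterion met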
Target sequence (Q15084 whole entry, looked up): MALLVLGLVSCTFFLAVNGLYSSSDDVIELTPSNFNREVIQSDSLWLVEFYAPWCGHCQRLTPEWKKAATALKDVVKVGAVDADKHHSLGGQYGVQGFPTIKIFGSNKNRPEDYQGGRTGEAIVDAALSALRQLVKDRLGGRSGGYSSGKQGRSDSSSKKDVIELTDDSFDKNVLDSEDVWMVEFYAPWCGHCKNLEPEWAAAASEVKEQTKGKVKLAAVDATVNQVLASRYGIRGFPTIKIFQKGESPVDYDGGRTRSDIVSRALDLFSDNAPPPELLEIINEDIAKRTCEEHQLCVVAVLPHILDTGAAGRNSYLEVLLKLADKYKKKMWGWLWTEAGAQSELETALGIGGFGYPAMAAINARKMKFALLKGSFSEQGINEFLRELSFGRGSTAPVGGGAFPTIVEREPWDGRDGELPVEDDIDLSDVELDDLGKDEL
DENV2 CPE: protects cells from dengue virus 2 cytopathic effect; DENV2-infected cells, cytopathic effect rescue, plate reader; CPE inhibition, % at 9.99 µM; 350,000 tested, 1.7% active; AID 651640; in the data active means CPE inhibition above about 20%, passing the limit was not always enough; inconclusive means no clear call, values can overlap the other calls; tested in BHK-21 cells;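 further: 0% = median of neutral control wells and 100% = median of positive control wells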
PglD DTNB: PglD (C. jejuni) enzyme inhibition. 360,000 tested, 0.098% active. inhibition, % at 12.5 µM. purified PglD enzyme, DTNB colorimetric CoA detection. AID 602405; in the data active means inhibition above about 16%, passing the limit was not always enough; inconclusive means no clear call, values can overlap the other calls; further: strong numbers were not always called active
C2C12 statin: suppressors of simvastatin-induced myotoxicity in C2C12 myotubes | ATP luminescence, 48 h; scaled: DMSO 0, geranylgeraniol control 100 | rescue of ATP level, % at 7.49 µM | 330,000 tested, 0.78% active;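 active means mean ATP rescue above about 67%, or every replicate alone reaching that limit, limit read from the data, passing the limit was not always enough; inconclusive means no clear call, values can overlap the other calls; inactive means mean under the limit and some replicate under it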;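 further: myotubes were challenged with 10 µM simvastatin during compound exposure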
SIRT5 block: blocks human SIRT5 desuccinylation of peptide | Q9NXA8 | 330,000 tested, 1.1% active | Purified SirT5, succinyl-peptide AMC, trypsin-coupled fluorescence | inhibition, % at 15 µM; in the data active means inhibition above about 15%; inconclusive means no clear call, values can overlap the other calls
S100A4 MyoIIA: blocks human S100A4 binding to myosin IIA peptide. 360,000 tested, 0.14% active. P26447. S100A4/TAMRA-MyoIIA peptide fluorescence polarization. AID 652163. inhibition, % at 10.7 µM;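 active means mean inhibition of at least 70% across replicates, with every replicate also reaching that level; inconclusive means mean inhibition reaches 70% but some replicates fall short; inactive means mean inhibition below 70%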
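Assay system: human S100A4 monomer with TAMRA-labelled myosin IIA peptide / Buffer or medium: Calcium-containing HEPES buffer, pH 7.2 / Reagent: TAMRA-labelled myosin IIA heavy-chain peptide probe, 5 nM / Compound: one dose per compound / Timing: polarization read 5 min after assay mix addition, stable 5–60 min / Benchmarks: neutral control DMSO, positive control TFP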
E-sel inducer: induces E-selectin expression in human endothelial cells; AID 686992; HUVEC E-selectin immunofluorescence imaging; normalized: neutral wells 0, TNF-alpha wells 100; 260,000 tested, 0.37% active; activation, % at 7.58 µM;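 active means mean E-selectin-positive cell signal at least 10% of the positive control, reached in at least 60% of replicates, without over 20% cell loss; inconclusive means no rule given, readout overlaps actives, possibly toxicity-flagged; inactive means the rest, including those meeting only one limit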;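 further: in these data hits start at about 27%; measured in HUVEC primary endothelial cells; signal is the percent of cells scored E-selectin positive by PE staining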
Target sequence (P16581 whole entry, looked up): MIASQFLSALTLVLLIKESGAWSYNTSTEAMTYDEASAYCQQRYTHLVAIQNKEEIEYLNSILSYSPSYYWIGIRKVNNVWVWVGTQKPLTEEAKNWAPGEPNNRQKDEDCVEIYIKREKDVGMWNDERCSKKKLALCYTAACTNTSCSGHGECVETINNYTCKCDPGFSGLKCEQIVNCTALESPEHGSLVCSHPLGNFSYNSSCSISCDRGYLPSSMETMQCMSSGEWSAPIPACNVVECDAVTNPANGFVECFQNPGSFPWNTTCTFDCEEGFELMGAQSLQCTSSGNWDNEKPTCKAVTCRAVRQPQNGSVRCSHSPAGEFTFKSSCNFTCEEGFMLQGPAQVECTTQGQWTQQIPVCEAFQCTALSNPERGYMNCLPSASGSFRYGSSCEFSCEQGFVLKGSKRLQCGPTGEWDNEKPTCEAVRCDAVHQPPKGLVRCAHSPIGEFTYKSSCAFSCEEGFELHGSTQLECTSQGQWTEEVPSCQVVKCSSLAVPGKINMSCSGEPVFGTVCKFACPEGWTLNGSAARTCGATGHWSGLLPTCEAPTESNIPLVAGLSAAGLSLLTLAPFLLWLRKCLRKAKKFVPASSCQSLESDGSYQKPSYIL
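Material: HUVEC primary endothelial cells; Amount: 3,000 cells per well; Dosing: single concentration; Medium: EGM-2 growth medium on 0.1% gelatin-coated wells; Read-out basis: percent E-selectin-positive cells; Signal: immunofluorescence imaging; Control set: TNF-alpha, DMSO.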
Numbers without * were called inactive; ? = inconclusive; . = no result given; & = joins results of further samples.

1. CO[C@@H]1CN(C)C(=O)c2cc(NC(=O)Nc3ccccc3F)ccc2OC[C@@H](C)N(C(C)=O)C[C@@H]1C
2. CCn1c(SCC(=O)NCc2ccco2)nc2ccccc2c1=O
3. CCN(c1ccccc1)S(=O)(=O)c1cc([N+](=O)[O-])ccc1N
4. CC1COC(Cn2c3ccccc3c3ccccc32)O1 (configuration not stated)
5. O=C(NNC(=O)c1ccc2ccccc2c1)c1cccc(F)c1
6. Cc1nn(C)cc1S(=O)(=O)N1CCN(c2ccccc2)CC1

Compound,1,2,3,4,5,6
ERp5 inh,-0.4,6.5,-4.3,2.3,-3.0,1.9
DENV2 CPE,0.6,11.7,-3.7,-0.1,-4.3,-0.3
PglD DTNB,2.2,.,2.0,.,-7.4,-5.5
C2C12 statin,-0.1,.,.,.,-4.8,-4.4
SIRT5 block,-1.9,-0.8,11.3,-10.9,.,4.7
S100A4 MyoIIA,-2.1,1.6,66.6,-0.8,7.3,8.0
E-sel inducer,-0.2,.,-1.6,-0.2,-0.2,-0.2

7. CC(=O)Nc1ccc(/C=C(\C#N)C(N)=O)cc1
8. CN1[C@@H]2Cn3c(ccc(/C=C/c4ccccc4)c3=O)[C@H]1[C@@H](C(=O)NC1CCCCC1)[C@@H]2CO
9. CC1C(=O)Nc2ccc(S(=O)(=O)N3CCN(c4ccccc4F)CC3)cc2NC1=O (configuration not stated)
10. CC(NS(=O)(=O)c1ccccc1)C(=O)NCc1ccco1 (configuration not stated)
11. COc1ccccc1C1CC(=O)Nc2cc3c(cc21)OCCO3 (configuration not stated)
12. O=S(=O)(c1ccc2nnn(O)c2c1)N1CCCCC1

Compound,7,8,9,10,11,12
ERp5 inh,0.1,-3.9,-2.2,1.4,-10.7,0.9
DENV2 CPE,2.0,?,1.2,3.7,2.9,0.3
PglD DTNB,-3.0,.,.,2.7,2.2,.
C2C12 statin,.,.,8.5,6.7,-27.0,.
SIRT5 block,-0.6,-47.8,8.7,1.9,4.0,0.2
S100A4 MyoIIA,10.3,.,-1.1,-5.5,2.1,-0.2
E-sel inducer,.,-0.2,-1.0,.,.,-3.5

13. O=C(NC1CCN(Cc2ccccc2)CC1)C12CC3CC(CC(C3)C1)C2
14. C[C@@H]1CCCCO[C@@H](CN(C)Cc2ccccc2)[C@H](C)CN([C@H](C)CO)C(=O)c2cc(NS(=O)(=O)c3ccccc3)ccc2O1
15. CCO[C@H]1OC(C(=O)NCc2nc3ccccc3[nH]2)=C[C@@H](c2csc3ccccc23)[C@@H]1CCCO
16. Cc1ccc(S(=O)(=O)NCCCNS(=O)(=O)c2ccccc2)cc1
17. CN1CCCCN2[C@H](C1)[C@H](c1ccc(C#Cc3ccccc3F)cc1)[C@@H]2CO
18. COc1ccccc1CNC(=O)CN1c2cccc3cccc(c23)S1(=O)=O

Compound,13,14,15,16,17,18
ERp5 inh,.,-5.7,2.5&1.4,2.7,3.0,1.6
DENV2 CPE,.,4.2,?,13.5,-23.6,-11.9
PglD DTNB,-4.2,-2.1,1.9&4.8,-6.3,2.2,5.2
C2C12 statin,-4.3,.,-2.8,6.2,-4.5,-8.7
SIRT5 block,.,3.8,-0.9&1.7,5.9,4.7,1.8
S100A4 MyoIIA,.,-3.5,0.6&-3.2,-3.7,-0.4,-0.9
E-sel inducer,-1.0,-0.4,0.5,0.1,-0.3,.

Full records as entered above. Values in the order: ERp5 inh | DENV2 CPE | PglD DTNB | C2C12 statin | SIRT5 block | S100A4 MyoIIA | E-sel inducer
Listed for Cc1ccc(S(=O)(=O)NCCCNS(=O)(=O)c2ccccc2)cc1 = 2.7 | 13.5 | -6.3 | 6.2 | 5.9 | -3.7 | 0.1
Listed for CC(NS(=O)(=O)c1ccccc1)C(=O)NCc1ccco1 (configuration not stated) = 1.4 | 3.7 | 2.7 | 6.7 | 1.9 | -5.5 | .
Listed for C[C@@H]1CCCCO[C@@H](CN(C)Cc2ccccc2)[C@H](C)CN([C@H](C)CO)C(=O)c2cc(NS(=O)(=O)c3ccccc3)ccc2O1 = -5.7 | 4.2 | -2.1 | . | 3.8 | -3.5 | -0.4
Listed for CC1C(=O)Nc2ccc(S(=O)(=O)N3CCN(c4ccccc4F)CC3)cc2NC1=O (configuration not stated) = -2.2 | 1.2 | . | 8.5 | 8.7 | -1.1 | -1.0
Listed for COc1ccccc1CNC(=O)CN1c2cccc3cccc(c23)S1(=O)=O = 1.6 | -11.9 | 5.2 | -8.7 | 1.8 | -0.9 | .

The results go on:
19. C=CCn1c(NCc2ccc(OC)cc2)nc2ccccc21
20. FC(F)(F)c1nnc2n1N=C(c1cccs1)CS2
21. CC(C)C(=O)N1CCN(c2ccccc2NC(=S)NC(=O)/C=C/c2ccco2)CC1
22. C[C@H]1CN([C@@H](C)CO)C(=O)Cc2cc(NC(=O)Cn3cnnn3)ccc2O[C@@H]1CN(C)Cc1ccc2c(c1)OCO2
23. C[C@@H]1CN([C@H](C)CO)C(=O)Cc2cc(NS(=O)(=O)c3ccc(Cl)cc3)ccc2O[C@H]1CN(C)C
24. O=C(c1ccccc1[N+](=O)[O-])N1N=C(c2ccccc2)CC1(O)C(F)(F)F (configuration not stated)

Compound,19,20,21,22,23,24
ERp5 inh,2.0,-1.1,-0.5,-0.4,-0.1,1.5
DENV2 CPE,1.1,3.6,13.3,4.3,-5.1,0.3
PglD DTNB,3.2,-11.1,-1.2,1.5,-0.7,7.6
C2C12 statin,7.5,2.5,14.7,8.5,-0.4,44.1
SIRT5 block,-1.4,-2.1,3.0,-2.1,-1.7,0.1
S100A4 MyoIIA,0.1,-1.5,-6.0,-2.8,-10.9,0.1
E-sel inducer,-0.1,.,-0.1,.,.,.

25. O=C(C[C@@H]1CC[C@@H](NC(=O)CN2CCOCC2)[C@H](CO)O1)NCc1cccc(F)c1
26. CSc1ccccc1OCc1cc(C(=O)N(C)CC2COCCO2)no1 (configuration not stated)
27. C=CCN(CC=C)C(=O)COC(=O)c1n[nH]c2ccccc12
28. Cc1ccc(C2=Nn3c(COc4ccc(Cl)cc4)nnc3SC2CC(=O)O)cc1 (configuration not stated)
29. O=C(O)c1cccc(Cn2c(Cl)c(/C=N/NC(=O)c3cc4ccccc4cc3O)sc2=O)c1
30. O=C(NC1CCCCCC1)c1ccc(-n2cnnc2)cc1

Compound,25,26,27,28,29,30
ERp5 inh,-8.3,2.9,3.3,2.5,0.8,12.1
DENV2 CPE,?,7.1,.,0.6,.,-6.9
PglD DTNB,-3.6,1.7,.,-0.3,-0.3,-3.5
C2C12 statin,4.7,0.5,.,17.4,6.6,-6.1
SIRT5 block,3.0,-0.9,.,2.5,23.6*,-2.1
S100A4 MyoIIA,5.8,-1.6,2.9,-1.0,-1.2,58.8
E-sel inducer,4.2,-0.3,3.1,.,0.3,.

Retrieved by compound from the entries so far, 2 records:
26. CSc1ccccc1OCc1cc(C(=O)N(C)CC2COCCO2)no1 (configuration not stated)
27. C=CCN(CC=C)C(=O)COC(=O)c1n[nH]c2ccccc12

Compound,26,27
ERp5 inh,2.9,3.3
DENV2 CPE,7.1,.
PglD DTNB,1.7,.
C2C12 statin,0.5,.
SIRT5 block,-0.9,.
S100A4 MyoIIA,-1.6,2.9
E-sel inducer,-0.3,3.1

(next part)
31. COc1ccc(S(=O)(=O)N(C)C[C@@H]2Oc3ccc(NS(=O)(=O)c4ccccc4)cc3CC(=O)N([C@@H](C)CO)C[C@@H]2C)cc1
32. CS(=O)(=O)N1CC(=O)N2[C@H](CO)[C@@H](c3ccc(C#CCC4CCCC4)cc3)[C@@H]2C1
33. O=C(C1CCCO1)N1CCN(S(=O)(=O)c2ccccc2)CC1 (configuration not stated)
34. CC(C)N1CCCC(CNC(=O)CCc2nnc(CCCCc3ccccc3)o2)C1 (configuration not stated)
35. CC(C)c1ccc(NC(=O)COC(=O)c2nn(C)c(=O)c3ccccc23)cc1
36. COc1ccc(NC(=O)C2Cc3c(-c4cccc(F)c4)ccnc3O2)cn1 (configuration not stated)

Compound,31,32,33,34,35,36
ERp5 inh,21.6,6.4,-4.9,4.1,6.5,-1.7
DENV2 CPE,3.0,2.6,.,?,-0.2,3.4
PglD DTNB,-1.0,.,.,.,1.1,-9.2
C2C12 statin,19.2,.,.,.,2.1,-3.7
SIRT5 block,-1.5,-10.2,-2.0,3.6,-1.1,-2.8
S100A4 MyoIIA,-2.5,-2.6,0.0,-66.8,-9.1,-5.5
E-sel inducer,0.4,0.6,.,.,1.8,-0.4

37. CC(=O)N(C)c1cc([N+](=O)[O-])ccc1OCc1ccccc1
38. C[C@@H]1CN([C@@H](C)CO)C(=O)c2cc(NC(=O)Cc3ccccc3)ccc2O[C@H]1CN(C)S(=O)(=O)c1ccc(Cl)cc1
39. O=C(CN1CCOCC1)N1CC(=O)N2[C@H](CO)[C@@H](c3ccc(-c4cccc(F)c4)cc3)[C@@H]2C1
40. Cc1noc(C)c1S(=O)(=O)Nc1ccc2c(c1)CC(=O)N([C@@H](C)CO)C[C@H](C)[C@H](CN(C)S(=O)(=O)c1cccs1)O2
41. CCN(CC)S(=O)(=O)c1ccc(/C=C/C(=O)N(c2ccccn2)C2CCCCC2)cc1
42. COC(=O)c1cccc(-n2c(C)cc(/C=C3\SC(=O)NC3=O)c2C)c1

Compound,37,38,39,40,41,42
ERp5 inh,-4.1,-1.9,1.7,7.3,2.4,-1.5
DENV2 CPE,-1.2,-1.0,9.1,-3.5,0.2,-4.8
PglD DTNB,1.5,1.7,.,-1.5,3.8,-1.2
C2C12 statin,2.1,-24.2,.,-7.8,-8.2,-11.4
SIRT5 block,2.4,.,0.4,3.6,0.4,5.8
S100A4 MyoIIA,-1.6,9.3,3.4,15.2,15.4,1.9
E-sel inducer,0.1,-20.0,0.1,0.0,2.3,-0.1

43. C[C@@H]1CN([C@@H](C)CO)S(=O)(=O)c2ccc(-c3ccc(F)cc3)cc2O[C@@H]1CN(C)C
44. C[C@H]1CN([C@@H](C)CO)S(=O)(=O)c2ccc(-c3ccc(C#N)cc3)cc2O[C@@H]1CN(C)Cc1ccccn1
45. CCOC(=O)c1c(C)c[nH]c1C
46. Cn1c(=O)c(-c2cc(=O)[nH][nH]2)c(O)c2ccccc21
47. Cc1ccccc1NC(=S)N1CCN(Cc2ccc3c(c2)OCO3)CC1
48. CN(C)c1ccc(/C=N/NC(=O)c2ccc(Cl)cc2)cc1

Compound,43,44,45,46,47,48
ERp5 inh,-0.6,-0.1,-5.9,-1.9,.,-14.9
DENV2 CPE,-0.1,3.5,-0.9,0.5,.,2.2
PglD DTNB,3.1,0.5,.,.,1.6,-6.4
C2C12 statin,-0.3,-9.1,.,.,11.8,5.8
SIRT5 block,-2.8,3.1,-1.4,2.7,.,1.1
S100A4 MyoIIA,9.0,4.8,-5.5,0.4,.,-3.0
E-sel inducer,0.3,0.5,.,-0.6,0.2,.

49. COc1ccc(C(=O)NC(C)c2ccc(-n3ccnc3)cc2)c(OC)c1 (configuration not stated)
50. C[C@H](CO)N1C[C@H](C)[C@H](CN(C)C(=O)c2cccnc2)Oc2ncc(/C=C/c3ccccc3)cc2C1=O
51. O=C(CNC1CCCC1)Nc1ccc(S(=O)(=O)N2CCCCC2)cc1
52. CCOC(=O)c1ccc(NS(=O)(=O)c2c(C)n(C)c(=O)n(C)c2=O)cc1
53. C[C@H](CO)N1C[C@H](C)[C@H](CN(C)C(=O)C2CCCCC2)Oc2cc(C#Cc3ccncc3)ccc2S1(=O)=O

Compound,49,50,51,52,53
ERp5 inh,2.7,0.3,-5.0,2.0,-1.5
DENV2 CPE,2.5,11.9,-0.5,-0.2,-11.5
PglD DTNB,-2.9,-1.8,-0.1,2.7,-1.8
C2C12 statin,.,23.1,19.1,-11.6,-51.3
SIRT5 block,0.1,-19.7,2.2,-0.7,4.6
S100A4 MyoIIA,-4.7,6.3,-2.3,0.0,-13.3
E-sel inducer,.,-0.1,.,-0.5,0.4

An excerpt (hit frequency here may not be typical).
